Giardia killer: Giardia lamblia killing | 340,000 tested, 0.15% active | Giardia lamblia trophozoite viability | AID 540267 | activity change, % at 7.66 µM, hits read low; in the data active = activity change below about -80%; inconclusive = between about -30% and that limit;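 note: parasites exposed to compound for two days anaerobically before the ATP read; % is set by controls: 0 for no effect and ±100 for the full control effect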
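Compounds were tested on trophozoites seeded at 100 cells/well and held 48 hrs at 37 deg C anaerobically. An ATP-based luminescent kit measured the remaining live cells.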
A-T KAP1 phos: potential ataxia-telangiectasia treatments restoring KAP-1 phosphorylation | […] A-T fibroblasts, KAP-1 phosphorylation AlphaLISA; neocarzinostatin DNA damage 30 min before lysis | Potency, µM (series often up to 57.5 µM), inactives show at the highest dose activation, hits mostly activators | 320,000 tested, 0.19% active | AID 485349; note: potency is the fitted concentration of half-maximal effect; % of control where 0% means no effect; nearly all actives have a fitted effect of over 45% in size
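ATM-like activity read as KAP-1 phosphorylation via AlphaLISA donor/acceptor antibody pairs after lysis and 6 hr at 25C. Cells were ATM-null patient fibroblasts ([…], hTERT), dosed 60 min, then exposed to the DSB inducer NCS for 30 min.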
MLL CXXC-DNA inh: blocks binding of human MLL CXXC domain to DNA; Q03164; MLL-CXXC / FITC-HOXA9 DNA fluorescence polarization; Potency, µM (top dose mostly 115 µM), for inactives: at the highest dose activity change, negative = inhibition, most hits filed as inhibitors; 290,000 tested, 0.037% active; AID 2662; active = well fitted inhibition curve with a large enough effect in the polarisation, with a control signal flat, not every such curve was filed as active; inconclusive = small, poorly fitted or top-dose-only effect, or effect the other way, or a change in a side signal; inactive = no such curve, though single readings can be large or run the other way; the % refers to the polarisation; note: potency is the fitted concentration of half-maximal effect
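Purified MLL-CXXC (added from a 7 uM solution) was preincubated 5 min at ambient with pinned compounds in 50 mM Tris-HCl pH 7.5, 50 mM NaCl, 1 mM DTT, 0.05% BSA. Fluorescein-labeled HOX-A9 DNA (50 nM solution) followed, 30 min, then polarization read.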
TSHR antagonist: antagonists of human thyroid stimulating hormone receptor | P16473 | TSHR-expressing cells, TSH-stimulated cAMP HTRF, 2 h; hits give low values | 330,000 tested, 0.2% active | activity change, negative = inhibition, % at 11.5 µM | AID 504810;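 active = activity change below a set negative limit, meaning inhibition stronger than a set level, cut at about -70% in these data; inconclusive = activity change between two set negative limits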; note: % is set by controls: 0 for no effect and ±100 for the full control effect
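Inhibition of cAMP made by TSHR-expressing cells under TSH stimulation (4nM final, EC80; 2 h, 37 deg C) is quantified with a one-step lysis HTRF kit, anti-cAMP cryptate versus cAMP-d2.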
Tb PFK inh: blocks T. brucei phosphofructokinase. AID 485367. Potency, µM (top dose mostly 57.5 µM), without a hit: at the top dose activity, negative = inhibition, actives largely listed as inhibitors. 330,000 tested, 0.17% active. T. brucei PFK, ADP-Glo luminescence. O15648;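 note: potency is the fitted concentration of half-maximal effect; 0% = uninhibited 1x PFK enzyme wells and -100% = no-enzyme wells; nearly all actives have a fitted effect of over 60% in size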
Target sequence (O15648 whole entry, looked up): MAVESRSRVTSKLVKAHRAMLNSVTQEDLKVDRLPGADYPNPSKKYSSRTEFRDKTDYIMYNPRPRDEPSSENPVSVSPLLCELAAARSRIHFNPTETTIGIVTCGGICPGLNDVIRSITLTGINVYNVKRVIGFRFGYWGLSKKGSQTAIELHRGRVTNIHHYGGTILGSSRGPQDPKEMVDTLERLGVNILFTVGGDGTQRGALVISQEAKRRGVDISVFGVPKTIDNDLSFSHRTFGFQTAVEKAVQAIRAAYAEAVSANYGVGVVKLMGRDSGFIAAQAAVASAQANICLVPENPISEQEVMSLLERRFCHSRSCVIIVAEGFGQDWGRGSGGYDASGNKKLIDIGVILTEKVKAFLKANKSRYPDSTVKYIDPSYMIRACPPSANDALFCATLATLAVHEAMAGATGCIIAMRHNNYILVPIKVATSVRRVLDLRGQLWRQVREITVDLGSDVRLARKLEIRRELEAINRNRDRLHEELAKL
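1.25 nM PFK with 0.5 mM F6P and 0.1 mM ATP in 0.1 M TEA pH 8.0, 5 mM MgCl2, incubated 45 min at room temperature; ADP measured by ADP-Glo luminescence; compounds titrated up to 57 uM.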
Coupling enz: coupling enzyme interference in Giardia aldolase counter-screen; coupling enzyme system counterscreen, AmpLite Red fluorescence; activity change, negative = inhibition, % at 58.2 µM, hits read low; 290,000 tested, 0.67% active; AID 2472; in the data active = activity change below about -30%; note: % is set by controls: 0 for no effect and ±100 for the full control effect
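Fluorescence at 525 nm excitation and 598 nm emission measured inhibition of the coupled detection system without aldolase. Compounds (at 57.5 uM final) were preincubated 10 min at room temperature with coupling enzyme reagent before a 20 min substrate/AmpLite Red step.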
GALK inh: inhibitors of human galactokinase; Potency, µM (doses to about 57.5 µM), inactives show top-dose activity change, negative = inhibition, usual class: inhibitors; AID 1868; 270,000 tested, 0.007% active; Purified GALK, Kinase-Glo residual ATP luminescence; P51570; note: potency is the fitted concentration of half-maximal effect; % is set by controls: 0 for no effect and ±100 for the full control effect
Target sequence (P51570 whole entry, looked up): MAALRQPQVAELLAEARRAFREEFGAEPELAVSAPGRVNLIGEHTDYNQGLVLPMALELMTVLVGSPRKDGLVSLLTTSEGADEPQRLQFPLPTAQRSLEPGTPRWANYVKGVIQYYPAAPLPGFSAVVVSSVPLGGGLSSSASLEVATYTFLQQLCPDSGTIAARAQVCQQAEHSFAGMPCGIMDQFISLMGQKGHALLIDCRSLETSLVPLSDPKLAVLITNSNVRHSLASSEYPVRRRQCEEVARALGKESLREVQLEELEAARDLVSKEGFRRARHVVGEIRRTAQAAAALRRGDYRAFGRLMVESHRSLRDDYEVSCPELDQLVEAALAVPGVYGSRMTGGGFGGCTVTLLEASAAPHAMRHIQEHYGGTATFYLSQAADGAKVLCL
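ATP-depletion format; final 35 uM ATP, 100 uM D-galactose, 5 nM enzyme; pH 8.0 HEPES/Mg2+ buffer; 60 min RT; luminescence read 10 min after detection reagent.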
Chronic BCR inh: chronic active BCR signaling inhibition; 340,000 tested, 0.05% active; AID 493014; ABC-DLBCL IkBa-CBG/CBR reporter, luminescence ratio, 4 h; Potency, µM (titrated, usually from 46.1 µM), inactives show top-dose ratio change, negative = lower green/red ratio, usual class: inhibitors; active = well fitted inhibition curve with a large enough effect in the signal ratio, with a control signal flat, not every such curve was filed as active; inconclusive = small, poorly fitted or top-dose-only effect, or effect the other way, or a change in a side signal; the % refers to the signal ratio;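 note: potency is the fitted concentration of half-maximal effect; plate controls were basal doxycycline-induced cells for no effect and cells given 10 µM MG132 for full effect; MG132 reads +100%, hits lower the ratio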
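TMD8 human ABC-DLBCL cells with doxycycline-inducible IκBα–green luciferase fusion and unfused red luciferase, in 0.5% FBS medium; compounds up to 46 uM, 4 h at 37C. Green/red luminescence ratio, filter-overlap corrected, fitted to concentration-response curves.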
TCR activator: activators of T cell receptors. primary human leukocytes, anti-CD3, IL-2 HTRF, 48 h. Potency, µM (top dose mostly 9.22 µM), inactives show top-dose activation of IL-2 secretion, hits mostly activators. 330,000 tested, under 10 active; note: % of control where 0% means no effect
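Human primary leukocytes + a-CD3 beads + cpd, 48 hr; IL-2 in supernatant by HTRF (ex 320nm / em 665nm). No co-stimulatory signal supplied.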
KCNH2 WT inh: KCNH2 (human, wildtype) channel inhibition. Q12809. activity change, % at 1.84 µM. U2OS, BacMam KCNH2, thallium flux FluxOr; hits give low values. AID 720551. 340,000 tested, 0.37% active;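 active = maximum activity change below -70%; inconclusive = maximum activity change between -70% and -50%; inactive = maximum activity change above -50%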; note: % is set by controls: 0 for no effect and ±100 for the full control effect
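U2OS cells were transduced with wild-type KCNH2 virus (2.03 x 10^8 / mL) for 4 h at room temperature, then cultured overnight at 37 C. Thallium flux was read with FluxOr dye. Rate constants were normalized to DMSO controls.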
* hit, by the source's call; ? = inconclusive; . = no result given; [ ] = dose if it differs, or a comment. Unless noted, calls come from the whole dose curve; as a rule, active = well fitted curve in the direction sought with a large enough effect; inconclusive = small, poorly fitted or top-dose-only effect, or another doubt; inactive = no such curve, though single readings can be large; an effect the other way counts as inactive or inconclusive.

Each structure is followed by: Giardia killer	A-T KAP1 phos	MLL CXXC-DNA inh	TSHR antagonist	Tb PFK inh	Coupling enz	GALK inh	Chronic BCR inh	TCR activator	KCNH2 WT inh
(1) COc1ccc(C(O)P(=O)(OC2CCCCC2)c2ccc(N(C)C)cc2)cc1OC (stereo not drawn)
  -5	-2%	1%	7	1%	0	3%	0%	5%	9
(2) Cc1ccc(C(C)C)cc1OCC(=O)NC1CCCCCCC1
  16	34%	.	-12	-14%	.	.	5%	-76%	1
(3) Cc1cccc(C)c1NC(=O)CN(C1CCCCC1)S(C)(=O)=O
  -2	-1%	0%	11	-12%	0	5%	-1%	-5%	-2
(4) CC(C)(C)c1[nH]c2ccccc2c1/C=N/O
  -5	.	-8%	10	-13%	-5	2%	3%	2%	-16
(5) O=C(O)C1CC(c2ccccc2F)=NO1 (stereo not drawn)
  -5	-5%	1%	1	0%	3	0%	?	0%	12
(6) O=C(CNC(=O)c1ccco1)Nc1ccncc1
  -27	-4%	.	3	-9%	.	.	1%	-6%	3
(7) Cc1cc(NC(=O)c2cnn3c(C(F)(F)F)cc(-c4ccccc4)nc23)no1
  3	-5%	-11%	1	0%	-3	1%	5%	8%	1
(8) Cc1nn(C(=O)CCC(=O)NCc2cccc(F)c2)c2ccccc12
  -5	-3%	9%	5	0%	-1	8%	2%	0%	-14
(9) COc1cc(/C=N/N2C(=O)C3C4c5ccccc5C(c5ccccc54)C3C2=O)ccc1O (stereo not drawn)
  -3	10%	-8%	23	0%	5	-2%	?	1%[46.1 µM]	3
(10) Cc1[nH]c(=O)c(C(=O)/C=C/c2ccccc2)c2c1CCCC2
  -1	1%	2%	1	3%	-6	-3%	?	0%	6
(11) O=C(CNC(=O)c1cccc(Br)c1)N/N=C/c1ccc[nH]1
  -6	1%	-4%	-6	1%	-17	-1%	-1%	3%	8
(12) CCC1=Nc2cc(C(=O)NCc3ccco3)ccc2Sc2ccc(Cl)cc21
  7	-10%	0%	-12	1%	-4	0%	?	1%[46.1 µM]	5
(13) O=C(CN1C(=O)CSC1=O)NC1CCCCC1
  -6	0%	1%	-2	-2%	0	-1%	4%	-3%[46.1 µM]	-5
(14) O=C(CCNC(=O)c1ccc(Br)o1)NC1CCCC1
  6	3%	1%	3	-5%	5	-1%	-1%	-2%[46.1 µM]	16
(15) N=c1c(C(=O)NC2CCCCC2)cc2c(=O)n3ccccc3nc2n1CC1CCCO1 (stereo not drawn)
  -8	0%	2%	-2	2%	-2	1%	?	0%	9
(16) Cc1ccc(S(=O)(=O)N2CCOCC2)cc1NC(=O)COC(=O)c1ccc2c(c1)OCCO2
  12	0%	8%	5	2%	2	9%	-6%	-1%	-5
(17) Cc1ccc(OCc2ccc(C(=O)NN)o2)c([N+](=O)[O-])c1
  3	-6%	8%	1	0%	0	1%	?	0%	0
(18) Cc1ccc(C(C)C)c(OCC(=O)NN=C(CCl)CCl)c1
  .	-16%	18%	-2	1%	-25	9%	2%	.	.
(19) CC[n+]1c(C)sc2cc(C)ccc21
  -13	-5%	2%	-1	?	8	-4%	?	6%	-6
(20) COc1cc2nc(CN(C)Cc3ccc(SC)cc3)[nH]c(=O)c2cc1OC
  32[activator]	8%	-1%	0	2%	4	1%	3%	-7%	-9
(21) O=C(COC(=O)/C=C/c1ccc(Cl)cc1)NCCc1ccccc1
  -14	.	-2%	5	0%	-16	1%	2%	-11%[46.1 µM]	-2
(22) O=C(CN1CCN(c2ccccn2)CC1)Nc1ccccc1F
  14	0%	-2%	-2	-19%	3	-6%	-10%	-2%	-4
(23) CCCCNc1cc(C)oc(=O)c1C(C)=O
  11	-6%	-1%	12	-4%	2	2%	6%	-9%	2
(24) O=C(Nc1nncs1)C12CC3CC(CC(C3)C1)C2
  -7	-20%	-20%	-6	5%	2	0%	2%	-9%	-10
(25) COc1ccc(C2C(C(=O)c3cccs3)=C(O)C(=O)N2c2nnc(C)s2)cc1OC (stereo not drawn)
  -17	-5%	?	17	2%	9	-1%	7%	13%	-2
(26) COc1ccc(CNC(=O)C2CC(c3ccc(OC)cc3)=NO2)cc1 (stereo not drawn)
  -7	2%	-10%	1	1%	0	-1%	-1%	.	-9
(27) CN(Cc1cccc(Cl)c1Cl)CC(O)COc1ccccc1 (stereo not drawn)
  -7	9%	4%	2	-4%	-3	0%	-1%	-2%	0
(28) CCN(C(=O)COC(=O)CSc1ccc(C(N)=O)cc1[N+](=O)[O-])C1CCCCC1
  -11	0%	?	-9	1%	-3	-2%	4%	5%	-1
(29) CCOC(=O)c1cc2c(=O)n3ccccc3nc2n(Cc2ccccc2)c1=N
  0	-9%	?	-3	-9%	-1	-2%	21%	0%	-1
(30) COC(=O)c1ccc(Oc2nc(N3CCCCC3)nc(N3CCOCC3)n2)cc1
  7	7%	5%	0	-3%	1	1%	1%	-104%	2
(31) O=C(Cc1ccccc1)N/N=C/c1ccc(-c2ccc([N+](=O)[O-])cc2)o1
  0	5%	20%	-3	0%	0	-2%	13%	-15%[46.1 µM]	1
(32) COc1ccc(CN2CCN(C(=O)C3CCN(C(=O)Nc4ccccc4)CC3)CC2)cc1OC
  -26	2%	.	3	2%	.	.	0%	.	11
(33) CC(C)(C)SCCNC(=O)CSCc1ccc([N+](=O)[O-])cc1
  -2	-6%	0%	3	-3%	-1	1%	-7%	5%	9
(34) O=C(O)C1CCC(=O)N1Cc1ccccc1Cl (stereo not drawn)
  -14	-3%	4%	2	-1%	-2	-2%	3%	0%	1
(35) CC(C)(C)c1ccc(C(=O)CCCSC2=C(C#N)C(c3ccco3)C3=C(CCCC3=O)N2)cc1 (stereo not drawn)
  28	3%	6%	-12	0%	-2	3%	0%	4%	18
(36) O=C(CSc1nnnn1C1CCCC1)Nc1ccc(F)cc1
  7	4%	1%	-12	6%	-2	-5%	-10%	0%	-1
(37) Cc1ccc2nc(N3CCN(Cc4ccc(F)cc4)C3=O)c(C)cc2c1
  12	10%	-9%	-15	0%	-2	-2%	-3%	2%	8
(38) C=CCN1C(=O)C(Cc2ccc(OC)cc2)S/C1=N\N=C\c1cccs1 (stereo not drawn)
  -20	.	4%	-3	-3%	0	0%	-6%	-3%	5
(39) Cc1cccc(C)c1OC(=O)C(c1ccccc1)c1ccccc1
  -5	8%	1%	-3	0%	-1	1%	?	-5%[46.1 µM]	3
(40) Cc1cc2cc(CNC(=O)c3ccc(C)c([N+](=O)[O-])c3)ccc2[nH]1
  -5	4%	14%	5	-7%	0	.	0%	-1%	-6
(41) COc1ccc(-n2c(N)cc(=O)[nH]c2=O)cc1
  27	-2%	1%	-3	-5%	2	6%	-3%	-1%	-11
(42) CCC(C)NC(=O)c1n[nH]c(=O)c2ccccc12 (stereo not drawn)
  7	-5%	2%	1	3%	1	8%	1%	6%	15
(43) COC(=O)c1sccc1NC(=O)C1CC1
  25	2%	4%	-5	-5%	0	.	-2%	2%	8
(44) O=C(c1cc(=O)[nH]c2ccccc12)N1CCN(c2cccc(C(F)(F)F)c2)CC1
  -3	1%	19%	9	-5%	2	4%	?	-5%	-8
(45) COc1ccccc1CNC(=O)CN1C(=O)CSc2ccc(S(=O)(=O)N3CCCC3)cc21
  8	0%	2%	1	-4%	4	0%	12%	-5%	0
(46) COc1ccc(NC(=S)NC2CC3CCCC(C2)N3C2CC2)cc1 (stereo not drawn)
  -7	-2%	-5%	-4	3%	0	0%	?	-1%	.
(47) CC(C)NC(=O)NC(=O)CSc1nncs1
  -20	18%	-8%	2	3%	0	6%	4%	1%	0
(48) COCC(=O)Nc1ccc([N+](=O)[O-])cc1OC
  -13	2%	0%	9	-2%	2	0%	2%	-4%[46.1 µM]	2

3 compounds already listed, sorted by formula weight, rising:
Each structure is followed by: Giardia killer	A-T KAP1 phos	MLL CXXC-DNA inh	TSHR antagonist	Tb PFK inh	Coupling enz	GALK inh	Chronic BCR inh	TCR activator	KCNH2 WT inh
(47) CC(C)NC(=O)NC(=O)CSc1nncs1
  -20	18%	-8%	2	3%	0	6%	4%	1%	0
(44) O=C(c1cc(=O)[nH]c2ccccc12)N1CCN(c2cccc(C(F)(F)F)c2)CC1
  -3	1%	19%	9	-5%	2	4%	?	-5%	-8
(45) COc1ccccc1CNC(=O)CN1C(=O)CSc2ccc(S(=O)(=O)N3CCCC3)cc21
  8	0%	2%	1	-4%	4	0%	12%	-5%	0
